# Screens from PubChem BioAssay.
# WT yeast gro inh – growth inhibition of WT strain, primary screen, mitochondrial fusion inhibitor project, WT and mutant strains, chemical genetic; mitochondrial fusion phenotypic screen; inhibition, % at 10 µM; 190,000 compounds, 2.1% hits; AID 1362, 2008; in the data active = inhibition above about 58%; tested in S. cerevisiae
# PMI inhibitors – inhibitors of human PMI, primary screen, biochemical, fluorescence intensity, coupled assay (AID 1209); Mannose-6-phosphate isomerase (Homo sapiens); purified PMI enzyme, coupled fluorescence intensity; higher % means a stronger effect; inhibition, % at 20 µM; hits with a dose series show IC50 in µM; 190,000 compounds, 0.42% hits;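 also: plate controls were DMSO vehicle for no effect and wells lacking substrate for full effect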
# PMI inhibition – human PMI inhibitors, high substrate, primary screen, biochemical, fluorescence intensity, high mannose 6-phosphate (AID 1220) | one-dose inhibition, % at 20 µM; IC50 in µM for titrated hits | recombinant PMI enzyme, coupled fluorescence intensity; higher % means a stronger effect | 190,000 compounds, 0.66% hits | Mannose-6-phosphate isomerase (Homo sapiens)
# Insulin prom up – insulin promoter activators in MIN6 cells, imaging, high-content screening, mouse beta cells. MIN6 insulin promoter-GFP reporter; hits give high values. z-score at 5 µM. 190,000 compounds, 0.3% hits. AID 1625, 2009;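 active = z-score above 3 at 5 µM with at least 500 cells counted in the well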
# MT stabilizer – microtubule stabilizers in HeLa cells, primary screen, imaging, high-content imaging | HeLa tubulin immunostaining HCS, 24 h; share of cells brighter than vehicle mean+2SD | % tubulin-high responders, % at 10 µM | 200,000 compounds, 0.83% hits;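 active = plate Z-score above 3 for both tubulin-high and condensed-nucleus cell shares, with cell loss under 80%, at 10 µM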;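 also: anti alpha tubulin signal scored within the nucleus-defined area of each cell; some results filed as inactive read as strong as hits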
# Autophagy mod – autophagy modulators in MEF cells, primary screen, imaging, high-content, MEF GFP-LC3. MEF GFP-LC3 puncta imaging; test concentration mostly 10 µM. calls only at 10 µM (by protocol). 190,000 compounds, 0.98% hits. AID 463193, 2010;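 active = percentage of spot-positive cells more than 3 SD above its plate mean, without a fluorescence outlier flag or 80% toxicity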;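 also: spot-positive cell cutoff set from DMSO-treated cells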
# Dynein cargo inh – inhibitors of GR-EGFP nuclear translocation, primary screen, dynein cargo transport inhibitor project, imaging, high-content, 3617.4 mouse cells. 220,000 compounds, 0.47% hits. AID 1381, 2008. z-score, hits read low. test concentration mostly 20 µM; stimulated with dexamethasone, 1 µM; hits give low values;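 active = plate z-score of nuclear minus cytoplasmic receptor signal below a set negative limit, without overly bright fluorescence or cell loss, cut at about -3.5 in these data, passing the limit was not always enough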;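 also: z-score of nuclear minus cytoplasmic ring GR-EGFP intensity difference per well; some compounds called inactive have numbers as strong as hits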
#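 Schedule: 48 h induction, then 1 h compound, then 30 min agonist, 37 °C. Buffer or medium: tetracycline-free induction medium containing charcoal-stripped FBS. Reagent: 1.0 µM final dexamethasone stimulus. Evaluation: nuclear versus cytoplasmic GR-EGFP signal, averaged per well. Signal: high-content fluorescence imaging after fixation.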
# bCat nuc transl – modulators of beta-catenin nuclear translocation, primary screen, imaging, HeLa cells, immunofluorescence, high-content; 190,000 compounds, 0.3% hits; AID 1665, 2009; nuclear translocation activity, % at 5 µM;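 active = nuclear translocation activity above 50% at 5 µM, with a well cell count of 50 or more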;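 also: per-cell ratio of nuclear to cytoplasmic median beta-catenin stain intensity; plate controls were DMSO negative control for no effect and GSK-3 inhibitor IX positive control for full effect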
#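 System: Human HeLa cells, endogenous beta-catenin | Compound dosing: 5 µM primary, 0.02–20 µM confirmation | Timing: 24 h compound exposure at 37°C, 5% CO2 | Measured by: Fluorescence imaging of beta-catenin antibody stain plus DAPI | Read-out basis: % activation of per-cell nuclear versus cytoplasmic median beta-catenin signal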
# Yfh1-off respiration – enhancers of respiration in Yfh1-depleted yeast, dose response, Friedreich's ataxia, plus single-dose screen (AID 1465); 220,000 compounds, 0.074% hits; S. cerevisiae Yfh1-off respiration, WST-1 reduction, 72 h; higher fold induction means a stronger effect; fold induction at 50 µM, or EC50 in µM where a hit was titrated;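 active = fold induction of absorbance versus untreated yeast above a set limit, then at least 30% activation at any dose in follow-up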;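 also: activators that raise dye reduction in frataxin-depleted yeast; strong numbers were not always called active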
# WT yeast gro inh mutant strain – also measured in WT yeast gro inh; calls as there; inhibition, %; mitochondrial fusion phenotypic screen, mutant strain inhibition
# Dynein cargo inh cytoplasmic EGFP – second read-out of Dynein cargo inh, no call of its own (marks repeat the call); z-score; measured here: cytoplasmic GR-EGFP intensity; hits give high values
# Dynein cargo inh nuclear GR-EGFP – also measured in Dynein cargo inh; calls as there; z-score; measured here: nuclear GR-EGFP intensity;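 lower value marks the stronger effect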
# Dynein cargo inh cell count – second read-out of Dynein cargo inh, no call of its own (marks repeat the call); z-score; measured here: cell count per field
# Insulin prom up cell count – recorded beside Insulin prom up, whose call it bears; cell count; measured here: cytotoxicity, nuclei count;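 total cells summed across four imaged fields per well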
# bCat nuc transl cell count 5 µM – second read-out of bCat nuc transl, no call of its own (marks repeat the call); cell count; measured here: cell count, cytotoxicity flag
# MT stabilizer Hoechst-high % – further read-out of MT stabilizer, marked with its call; % Hoechst-high responders; measured here: nuclear condensation Hoechst responders;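 share of cells brighter than vehicle mean plus two SD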
# MT stabilizer cytotoxicity % – second read-out of MT stabilizer, no call of its own (marks repeat the call); toxicity, %; measured here: cytotoxicity by cell density;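 0% = mean cell density of plate MIN control wells and 100% = no cells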
# Autophagy mod cell loss 18 h – further read-out of Autophagy mod, marked with its call; toxicity, %; measured here: cell loss, nuclei count;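 cell loss after 18 h compound exposure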
# Starred values were filed as active, the others as inactive; i = inactive; x = not tested or not shown. Rule as the data show it, unless noted: active = inhibition above about 50%; inactive = the rest.
SMILES,WT yeast gro inh,WT yeast gro inh mutant strain,PMI inhibitors,PMI inhibition,Insulin prom up,Insulin prom up cell count,MT stabilizer,MT stabilizer Hoechst-high %,MT stabilizer cytotoxicity %,Autophagy mod,Autophagy mod cell loss 18 h,Dynein cargo inh,Dynein cargo inh cytoplasmic EGFP,Dynein cargo inh nuclear GR-EGFP,Dynein cargo inh cell count,bCat nuc transl,bCat nuc transl cell count 5 µM,Yfh1-off respiration
Cc1ccc(NC(=O)CN(C)S(=O)(=O)c2cccc3nsnc23)cc1,16,2,20%,23%,0.65,2041,4.1,1.4,9.2,i,16,-0.42,-0.15,0.068,0.066,-0.5,1045,i
CCN=c1scc(C)n1/N=C/c1ccc(O)c(O)c1O,4,16,82%*,12µM*,-0.06,1045,2.3,1.6,3.5,i,0,-1,0.12,-0.64,0.3,-0.7,1404,i
COc1ccc(C(=O)N/N=C(/C)c2cccc(NC(=O)C(F)(F)F)c2)cc1,16,-9,0%,4%,0.12,1318,3.0,3.9,1.1,i,5,1.2,-0.032,0.86,-1.2,-1.7,509,i
CCOCCCNC(=O)c1ccc(Cn2c(=S)[nH]c3c([nH]c4ccc(OC)cc43)c2=O)cc1,-1,-6,-8%,-10%,0,1260,6.4,2.6,8.0,i,5,-0.29,-0.32,-0.073,0.63,2.8,1092,i
Cc1nc2c(=O)n(C)c(=O)[nH]c2n1Cc1ccccc1,8,-6,-1%,10%,1.1,1773,4.8,3.0,3.0,i,-11,-0.65,-0.32,-0.93,-0.17,-3.3,884,i
O=C(Nc1c(C(=O)O)[nH]c2ccccc12)c1cccc(C(F)(F)F)c1,x,x,x,x,-0.22,1105,x,x,x,x,x,-0.52,-0.19,-0.33,1.1,0.1,1283,i
COc1ccc2c(c1)C(=O)CC(c1ccccc1F)O2 (stereo unspecified),7,8,-7%,-9%,-0.11,1490,1.5,1.6,2.8,i,-1,-0.075,-0.18,-0.1,-0.25,-3.3,1298,x
CCOc1ccc(S(=O)(=O)N(CC(=O)O)c2ccccc2)cc1,9,6,-6%,-9%,2.1,933,1.3,1.4,2.7,i,5,1.3,-0.2,0.32,-0.59,0.5,1212,i
O=C1C(=O)N(CCO)C(c2ccccc2)/C1=C(\O)c1ccccc1 (stereo unspecified),5,-9,-10%,-6%,0.06,953,5.9,1.9,0.1,i,2,-0.13,-0.1,0.15,-0.08,x,x,i
Cn1c(=O)c2c(ncn2CC(=O)N2CCCCCC2)n(C)c1=O,x,x,x,x,-0.01,971,x,x,x,x,x,0.056,-0.26,0.94,-0.15,1.3,1354,i
Cc1cc(C)c(C)c(S(=O)(=O)N2CCCCC2C(=O)O)c1C (stereo unspecified),-2,8,-30%,-25%,0.12,1163,3.0,1.4,6.8,i,7,-0.73,-0.28,-0.23,0.14,-2.1,1076,i
CCOc1ccc(/C(O)=C2/C(=O)C(=O)N(c3ncccn3)C2c2ccc(C)cc2)cc1 (stereo unspecified),x,x,x,x,0.79,1177,x,x,x,x,x,0.37,-0.18,0.72,-0.39,-1.5,1332,i
CC(C)(C#N)c1cc(Cn2cncn2)cc(C(C)(C)C#N)c1,-4,7,0%,0%,0.76,1410,x,x,x,x,x,x,x,x,x,-1.9,1147,i
COC(=O)c1cc(-c2ccc(NC(C)=O)cc2)nc2ccccc12,-8,11,1%,0%,1.6,1668,6.7,2.7,4.8,i,-1,0.061,-0.32,0.54,0.61,-6.2,1093,i
CC(Sc1nnnn1C1CCCCC1)C(=O)O (stereo unspecified),-10,1,x,x,-0.51,1502,2.4,1.1,2.5,i,-12,0.4,0.073,-0.083,-0.14,1.4,1579,i
CC(=O)Oc1ccc(C(=O)Cc2ccccn2)c(O)c1,-2,-12,19%,1%,x,x,5.8,1.5,6.8,i,9,0.16,-0.29,0.17,0.6,-0.5,975,i
Cc1cc(C)n(CC2CC(=O)N(c3ccc(C)c(Cl)c3)C2=O)n1 (stereo unspecified),7,-2,6%,1%,0.74,1501,4.0,2.5,8.1,i,9,-0.65,-0.18,-0.46,0.047,-2.0,1095,i
O=C(c1ccc(C(=O)N2CCCCCC2)cc1)N1CCCCCC1,-17,-13,-10%,-2%,0.33,864,4.2,3.0,5.6,i,-1,0.34,-0.19,0.17,-0.0033,-1.0,1028,i
CCOCC(=O)Nc1cc(C(=O)NCCC(C)C)ccc1Cl,-10,-15,7%,4%,-0.42,1488,2.0,1.9,6.4,i,-5,-0.4,-0.23,-0.14,0.82,-0.2,994,i
COc1ccc(-c2csc(Nc3ccc(C)cn3)n2)cc1OC,5,30,8%,19%,-0.58,1337,3.0,2.6,12,i,-3,1.6,-0.36,0.26,-1.2,0.2,1535,i
S=c1[nH]nc(Cc2sc(-c3ccccc3)nc2-c2ccccc2)o1,4,-3,4%,2%,-0.76,1073,1.5,1.1,6.2,i,11,-0.59,-0.54,-0.16,0.92,x,x,x
O=C(Nc1ccccc1)c1cc(-n2cnnc2)ccc1Cl,1,-14,-3%,-8%,x,x,3.9,1.9,5.7,i,-4,-0.13,-0.24,-0.56,-0.79,x,x,i
COC(C[C@H](O)C[C@@H](O)[C@H](C)OCc1ccccc1)OC,x,x,x,x,0.3,806,x,x,x,x,x,1.4,-0.84,0.78,-0.45,1.0,1412,i
CCCn1nc(NC(=O)c2cccs2)c2cc3cc(OC)ccc3nc21,46,42,20%,15%,0.08,1341,8.5,2.7,0.4,i,12,1.8,0.3,1.4,-1.6,x,x,i
CNC(=O)OC(C)CNS(=O)(=O)c1ccc(C)cc1 (stereo unspecified),-8,-8,2%,3%,0.1,1911,1.6,1.9,2.2,i,-2,-1.1,-0.25,-0.64,0.34,-1.6,1055,i
O=C(N/N=C/c1ccc(OCC(=O)N2CCOCC2)cc1)c1ccccc1Cl,4,10,2%,10%,0.62,1511,1.8,1.8,4.8,i,-26,1.3,-0.12,1.2,-1.6,-0.9,1489,i
CCOC(=O)C1=C(C)N(CCO)C(=O)NC1c1ccccc1 (stereo unspecified),-18,-15,8%,18%,0.99,1325,7.6,2.4,8.5,i,10,-0.6,-0.19,0.059,-0.32,0.0,846,i
COc1ccc(S(=O)(=O)Nc2ccc3c(c2)COC3=O)cc1OC,-4,-26,6%,4%,-0.08,1494,4.7,3.8,9.8,i,13,-0.12,-0.2,0.032,0.1,-2.0,893,i
COc1ccc2c(c1)CC(C1(O)C(=O)N(C)c3ccccc31)C2=O (stereo unspecified),9,0,-5%,-3%,x,x,1.7,2.7,9.5,i,-11,-0.99,-0.15,-0.15,-0.071,-0.9,1079,i
Cc1cc(S(=O)(=O)Nc2cccc(Cl)c2)c(C)s1,31,13,5%,16%,x,x,2.4,1.6,2.8,i,10,-1.4,-0.28,-0.63,1.2,0.2,1058,i

# Taken from above.
# CCCn1nc(NC(=O)c2cccs2)c2cc3cc(OC)ccc3nc21 in WT yeast gro inh reads 46
# COC(C[C@H](O)C[C@@H](O)[C@H](C)OCc1ccccc1)OC in Insulin prom up cell count reads 806

# (next part)
SMILES,WT yeast gro inh,WT yeast gro inh mutant strain,PMI inhibitors,PMI inhibition,Insulin prom up,Insulin prom up cell count,MT stabilizer,MT stabilizer Hoechst-high %,MT stabilizer cytotoxicity %,Autophagy mod,Autophagy mod cell loss 18 h,Dynein cargo inh,Dynein cargo inh cytoplasmic EGFP,Dynein cargo inh nuclear GR-EGFP,Dynein cargo inh cell count,bCat nuc transl,bCat nuc transl cell count 5 µM,Yfh1-off respiration
Cn1nc(C(=O)OCc2ccc(F)cc2)c2ccccc2c1=O,12,-23,0%,-1%,-0.63,1255,3.1,2.0,0.1,i,-4,0.4,-0.2,0.29,0.31,0.6,1069,i
O=C(COC(=O)CCC(=O)c1cccs1)NCc1cccs1,x,x,x,x,-0.03,1292,x,x,x,x,x,-0.35,-0.11,-0.24,0.75,-0.3,1125,i
COc1ccc(Cc2n[nH]c(=S)n(N)c2=O)cc1,0,2,5%,8%,0.9,1176,4.9,3.0,7.4,i,-5,-0.2,-0.19,0.12,0.2,-3.0,1126,i
CCOC(=O)CC(=O)CSc1nc(-c2ccccc2)cc(-c2ccccc2)c1C#N,-30,-14,13%,6%,2.1,1455,2.8,2.3,9.8,i,17,-0.92,1,-0.28,0.49,-0.8,1090,i
COc1ccc(Nc2nc(NCCCN3CCOCC3)nc(N)c2[N+](=O)[O-])cc1,x,x,x,x,-0.22,1086,x,x,x,x,x,-0.14,-0.25,-0.064,0.68,3.1,1274,i
COc1ccc(CCN(C)C(=O)N2CCOCC2)cc1OC,-21,12,-5%,-4%,0.08,1082,1.8,2.4,4.3,i,-3,-0.66,-0.21,-0.27,0.55,-0.5,1134,i
COc1cccc(-c2nnc(SCC3CNC(=O)O3)n2-c2ccc(Cl)cc2)c1 (stereo unspecified),2,3,7%,4%,-0.12,1519,5.3,2.1,10.0,i,1,-0.47,-0.2,-0.25,0.27,-0.9,1137,i
O=C(CSc1nnc(-c2ccccc2Cl)o1)N1CCCCC1,0,-3,7%,12%,0.32,1764,3.8,2.4,4.8,i,17,0.86,-0.23,0.55,-0.001,1.7,1172,i
OC(COCC1COc2ccccc2O1)CN1CCN(c2ccccn2)CC1 (stereo unspecified),0,3,-4%,-8%,-0.69,1149,2.2,1.4,9.2,i,12,0.37,-0.19,-0.081,0.42,-4.6,1005,i
